OTUD3 inh: blocks human OTUD3 ubiquitin-rhodamine cleavage; Q5T2D3; purified OTUD3, Ub-rhodamine fluorescence, 2 h; inhibition, % at 25 µM; 47,000 tested, 0.7% active; AID 1645858
UCHL1 block: inhibitors of human UCHL1 deubiquitinase. inhibition, % at 20 µM. purified UCHL1, Ub-rhodamine cleavage fluorescence. 47,000 tested, 0.2% active. AID 1645859
USP8 inh: blocks human USP8 ubiquitin-rhodamine cleavage. P40818. inhibition, % at 20 µM. 47,000 tested, 4.2% active. purified USP8, Ub-rhodamine cleavage fluorescence, 30 min
USP30 block: blocks human USP30 ubiquitin-rhodamine cleavage | Q70CQ3 | purified USP30, Ub-rhodamine cleavage fluorescence | inhibition, % at 25 µM | 47,000 tested, 5.3% active
USP10 inh: inhibitors of human USP10 deubiquitinase; purified USP10, Ub-rhodamine fluorescence, 60 min; inhibition, % at 20 µM; 47,000 tested, 1.1% active; AID 1645856
USP28 block: human USP28 deubiquitinase inhibition. Q96RU2. purified USP28, Ub-rhodamine cleavage fluorescence, 30 min. inhibition, % at 25 µM. 47,000 tested, 3% active
USP7 block: inhibitors of human USP7 deubiquitinase | 47,000 tested, 0.3% active | inhibition, % at 20 µM | purified USP7, Ub-rhodamine cleavage fluorescence
Target sequence (Q93009 whole entry, looked up): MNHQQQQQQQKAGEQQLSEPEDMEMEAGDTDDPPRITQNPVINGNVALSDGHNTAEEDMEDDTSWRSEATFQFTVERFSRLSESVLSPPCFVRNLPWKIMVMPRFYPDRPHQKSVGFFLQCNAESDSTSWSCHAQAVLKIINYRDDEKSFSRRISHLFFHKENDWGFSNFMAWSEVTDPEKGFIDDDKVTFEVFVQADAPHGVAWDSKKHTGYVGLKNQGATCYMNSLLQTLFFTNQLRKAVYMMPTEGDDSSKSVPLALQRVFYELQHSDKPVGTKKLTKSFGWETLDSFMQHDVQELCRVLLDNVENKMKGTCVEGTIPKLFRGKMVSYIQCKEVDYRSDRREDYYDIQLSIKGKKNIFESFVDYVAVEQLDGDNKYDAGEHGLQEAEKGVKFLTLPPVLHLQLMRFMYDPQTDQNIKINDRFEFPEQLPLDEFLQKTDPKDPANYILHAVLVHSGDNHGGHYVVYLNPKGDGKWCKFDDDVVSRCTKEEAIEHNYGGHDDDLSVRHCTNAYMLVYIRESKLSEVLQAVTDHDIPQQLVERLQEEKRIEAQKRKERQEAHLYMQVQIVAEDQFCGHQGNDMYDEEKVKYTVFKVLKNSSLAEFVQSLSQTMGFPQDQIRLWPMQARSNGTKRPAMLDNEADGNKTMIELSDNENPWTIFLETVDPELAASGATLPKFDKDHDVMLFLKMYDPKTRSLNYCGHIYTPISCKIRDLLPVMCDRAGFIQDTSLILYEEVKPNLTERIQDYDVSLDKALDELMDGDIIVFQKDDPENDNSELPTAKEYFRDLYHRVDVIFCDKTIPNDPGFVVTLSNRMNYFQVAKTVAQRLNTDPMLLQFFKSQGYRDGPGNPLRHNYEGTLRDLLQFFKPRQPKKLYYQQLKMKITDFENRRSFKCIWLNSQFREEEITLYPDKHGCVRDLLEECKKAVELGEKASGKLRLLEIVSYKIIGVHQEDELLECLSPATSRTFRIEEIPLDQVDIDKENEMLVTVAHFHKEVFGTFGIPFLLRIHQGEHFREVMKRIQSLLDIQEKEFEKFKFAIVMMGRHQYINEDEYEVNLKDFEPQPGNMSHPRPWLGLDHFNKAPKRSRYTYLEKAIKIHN
USP17 inh: human USP17-like deubiquitinase inhibition; inhibition, % at 50 µM; A8MUK1; purified USP17, Ub-rhodamine cleavage fluorescence, 3 h; 47,000 tested, 6.5% active
Numbers without * were called inactive; i = inactive; nt = not tested or not shown. No stated cut-off is given here; in the data, active means inhibition above about 30%; inactive means the rest. These rows are one share of the data; count on the stated rates, not on these rows.

SMILES	OTUD3 inh	UCHL1 block	USP8 inh	USP30 block	USP10 inh	USP28 block	USP7 block	USP17 inh
COc1ccc2c(c1)c(C(=O)NC(C)C(C)C)c(C)n2C1CC1 (configuration not stated)	0.1	-0.3	-11.3	-4.8	0.2	-1.4	-4.2	-6.4
CCOC(=O)[C@@H]1[C@@H](c2ccccc2)CN2CCN(C(=O)N(C)C)C[C@H]12	-10.8	-7.5	-24.9	-43.6	-8.0	-14.9	-5.6	nt
COc1ccc(-c2nn(Cc3ccccc3)cc2C(=O)O)cc1OC	4.8	1.5	-3.6	10.2	0.1	4.7	nt	6.9
O=C(CN1CC=C(c2ccccc2)CC1)NCc1ccc2c(c1)OCO2	-4.6	-3.3	0.3	-6.8	-6.0	-3.3	-2.2	0.0
COc1cc(C2=NC(O)C(=O)Nc3ccc(Cl)cc32)ccc1O (configuration not stated)	-3.9	-0.1	3.5	5.0	1.1	-3.3	-4.5	nt
CCCn1c(C(=O)c2ccc(OCC)cc2)nc2ccccc21	-6.6	5.8	-1.8	-6.2	5.6	-2.9	0.6	3.0
CC(=O)c1ccc(NC(=O)C(C)N2CC=C(c3ccccc3)CC2)cc1 (configuration not stated)	-9.9	1.1	0.0	-25.6	-3.4	-5.4	5.9	0.0
CC(NC(=O)c1cn(C)c2ncccc12)c1ccccn1 (configuration not stated)	-0.8	-2.5	-1.9	-16.2	-1.1	-7.4	-1.2	-4.3
C/C=C1/C[C@@H](C)[C@](O)(CO)C(=O)OCC2=CCN3CC[C@@H](OC1=O)[C@@H]23	-8.6	1.2	-4.8	-101.0	-9.0	-11.9	-0.1	-16.9
C/C=C/C1C(C(=O)c2c(O)c(-c3ccc(O)cc3)c[nH]c2=O)C=C(C)C2CCC(C)CC21 (configuration not stated)	-5.8	5.6	-1.6	-6.4	6.8	-1.1	2.6	15.3
Nc1nc(N)n2c(N)nnc2n1	2.4	1.1	6.3	-0.1	-0.3	3.2	3.1	5.3
COc1cc(=O)c(C(=O)N2CCC3(CC2)OCCO3)nn1-c1ccc(C)cc1	-7.2	-4.1	-2.3	-16.7	1.1	-8.4	-1.1	0.1
N=C1c2ccccc2CN1c1ccc(F)c(Cl)c1	6.2	-1.9	10.7	4.7	-3.2	3.4	-4.1	11.6
C=Cc1cc(OC)c2c(c1)c(=O)oc1c2cc(OC)c2c(O)ccc([C@H]3O[C@H](C)[C@@H](OC(C)=O)[C@H](N(C)C)[C@@H]3O)c21	-77.9	-43.5	-252.6	-452.4	-8.6	-63.0	-92.3	-23.8
Cc1cc(C(=O)N2C[C@@H]3C[C@@]4(C)[C@H](CCCC[C@@H]24)N3)nc(N)n1	-5.8	-1.8	-11.7	-17.4	-1.5	-4.5	1.8	-9.6
CCc1noc(-c2ccc(OCC(=O)N3CCN(Cc4ccccc4)CC3)cc2)n1	10.6	0.2	9.2	18.2	-3.7	13.0	-3.3	0.7
CN1CCCC[C@@H]2N(C(=O)Cn3ccc(=O)[nH]c3=O)CCC[C@@]21C	14.9	0.0	2.2	30.8*	3.2	11.2	1.9	12.2
Cc1ccc(-c2noc(-c3ccc(OCC(=O)N4CCN(C)CC4)cc3)n2)cc1	5.9	-1.0	4.0	16.1	-1.0	0.2	-1.4	0.3
O=C(NC[C@H]1OC[C@@H]2CCNC[C@@H]21)c1ccnnc1	-5.7	-0.9	-35.7	-7.0	1.1	-10.4	0.0	0.0
N#Cc1ccc(NC(=O)CS(=O)(=O)Cc2ccccc2)cc1Cl	-0.1	5.4	-1.9	-50.8	5.6	9.3	-44.1	-19.3
Cn1cc(CN2C[C@H](OCc3cccnc3)[C@H]3OCCC[C@H]32)cn1	13.2	-0.1	-163.6	8.9	1.0	0.8	0.0	-16.9
CN1C2CCC1CC(OC(=O)c1ccc(-c3ccccc3)o1)C2 (configuration not stated)	0.2	-2.6	-205.9	2.9	3.2	-1.1	-2.1	-58.5
Cc1[nH]nc2c1C(c1ccc(OCc3cccc(F)c3)cc1)SCC(=O)N2 (configuration not stated)	11.5	6.2	-39.3	19.0	8.0	10.7	-51.1	nt
O=c1c2ccccc2nc(-c2ccncc2)n1-c1ccc(Cl)cc1	-5.6	-2.0	0.2	1.3	1.5	-3.1	-7.1	-28.2
O=C(CCc1cccnc1)N1C[C@@H]2CN(Cc3ccc[nH]3)[C@@H]2C1	-66.7	-22.9	-32.2	-277.7	-8.3	-89.3	-21.6	-74.7

A portion from the list above:
SMILES	OTUD3 inh	UCHL1 block	USP8 inh	USP30 block	USP10 inh	USP28 block	USP7 block	USP17 inh
Cn1cc(CN2C[C@H](OCc3cccnc3)[C@H]3OCCC[C@H]32)cn1	13.2	-0.1	-163.6	8.9	1.0	0.8	0.0	-16.9
CN1C2CCC1CC(OC(=O)c1ccc(-c3ccccc3)o1)C2 (configuration not stated)	0.2	-2.6	-205.9	2.9	3.2	-1.1	-2.1	-58.5
Cc1[nH]nc2c1C(c1ccc(OCc3cccc(F)c3)cc1)SCC(=O)N2 (configuration not stated)	11.5	6.2	-39.3	19.0	8.0	10.7	-51.1	nt
O=c1c2ccccc2nc(-c2ccncc2)n1-c1ccc(Cl)cc1	-5.6	-2.0	0.2	1.3	1.5	-3.1	-7.1	-28.2
O=C(CCc1cccnc1)N1C[C@@H]2CN(Cc3ccc[nH]3)[C@@H]2C1	-66.7	-22.9	-32.2	-277.7	-8.3	-89.3	-21.6	-74.7

2 of the compounds above, with values under each structure:
Fields: OTUD3 inh | UCHL1 block | USP8 inh | USP30 block | USP10 inh | USP28 block | USP7 block | USP17 inh
> COc1cc(C2=NC(O)C(=O)Nc3ccc(Cl)cc32)ccc1O (configuration not stated)
    -3.9 | -0.1 | 3.5 | 5.0 | 1.1 | -3.3 | -4.5 | nt
> CCCn1c(C(=O)c2ccc(OCC)cc2)nc2ccccc21
    -6.6 | 5.8 | -1.8 | -6.2 | 5.6 | -2.9 | 0.6 | 3.0

Further structures follow.
SMILES	OTUD3 inh	UCHL1 block	USP8 inh	USP30 block	USP10 inh	USP28 block	USP7 block	USP17 inh
CC(C)(C)n1cc(C(=O)NCC(=O)Nc2ccc(Br)cc2)cn1	-9.3	-0.3	-13.7	-6.0	2.0	1.7	-31.0	-13.9
COc1cc(=O)oc(/C=C/C=C/C=C/C(C)=C/[C@@]2(C)O[C@@H](C)[C@@](C)(O)[C@@H]2O)c1C	-2.4	-3.3	-22.9	-0.9	-7.2	-4.5	-4.1	-0.6
O=C(Nc1cccnc1)[C@H]1C[C@@H]2CN(CC3CC3)C[C@H]1O2	0.0	-0.5	3.4	-4.5	0.4	2.0	-1.9	-12.1
COc1cc2c(cc1OC)C13CCN4CC5=CCOC6CC(=O)N2C1C6C5CC43 (configuration not stated) (tested in a mixture with another compound)	13.8	3.0	0.7	28.4	2.2	9.2	4.9	14.1
c1cncc(C2NC(c3nccs3)Cc3ccsc32)c1 (configuration not stated)	-43.8	-5.4	14.5	-188.4	-3.0	-11.3	-9.3	20.9
CC(O)(CS(=O)(=O)c1ccccc1)C(=O)Nc1ccc(Cl)cc1 (configuration not stated)	-3.1	-0.8	3.7	-14.3	0.7	-7.3	-4.9	-8.8
CC[C@@]12CCCN3CC[C@]4(c5cccc(OC)c5N(C(C)=O)C4CC1)[C@H]32 (some centres not stated)	-10.5	-2.8	2.4	-24.4	-0.3	-4.2	-4.0	-20.8
Cc1ccc(CN2CC[C@@H]3CN(c4ncccn4)CCO[C@@H]3C2)o1	1.4	-5.3	-31.1	0.5	-5.7	0.6	0.0	-3.8
Cc1ccc2[nH]cc(C(O)CN3CCOCC3)c2c1 (configuration not stated)	-5.1	-2.1	-0.3	-6.1	-0.1	-1.4	nt	0.0
O=C(Nc1cccnc1)c1cccn(Cc2cccc(Cl)c2)c1=O	10.7	-0.1	0.1	18.4	0.8	7.4	-0.9	6.0
Cc1n[nH]c(C)c1CC(=O)N1C[C@@H](O)[C@H](N2CCCC2)C1	6.6	0.0	13.8	12.7	0.0	4.5	3.9	6.4
COC(C)[C@](O)(C(=O)OCC1=CCN2CC[C@@H](O)[C@@H]12)C(C)C (some centres not stated)	12.3	-1.4	14.5	21.4	-0.6	14.7	1.5	16.0
Cc1nn(Cc2ccccc2)c(C)c1C(=O)NC1CCCc2ccccc21 (configuration not stated)	-0.9	-2.8	-1.6	54.0*	0.6	-4.1	-2.9	0.0
O=C1CSC(c2ccc(Cl)cc2)c2c(n(C3CCCC3)[nH]c2=O)N1 (configuration not stated)	0.5	0.8	25.2	-0.3	11.8	-4.9	7.3	5.3
CN1CC[C@@H]2[C@H](C1)CN2S(=O)(=O)c1ccc(Cl)cc1	0.0	-1.6	6.1	2.4	4.3	-7.5	0.9	4.6
CN(C)[C@@H]1C(=O)C(C(N)=O)=C(O)[C@@]2(O)C(=O)C3=C(O)c4c(O)cccc4[C@@](C)(O)[C@H]3C[C@@H]12	24.4	20.7	-0.3	-99.0	-2.7	27.7	-73.9	50.8*
CC(C)(C)c1ccc(OCC(=O)N2CCN(Cc3ccncc3)CC2)cc1	-14.6	-3.5	-20.6	-21.8	-4.0	-18.1	-5.2	nt
Cc1cc(C)nc(-n2nc(C)c3c2NC(=O)CSC3c2ccc(F)cc2)n1 (configuration not stated)	-2.1	-1.1	0.0	4.6	-0.5	-4.8	1.1	-0.8
COc1ccc(C2SCC(=O)Nc3c2c(=O)[nH]n3C2CCCC2)cc1 (configuration not stated)	-12.5	-6.1	-1.7	0.0	3.1	-20.2	-2.1	-7.8
O=C(Nc1cccnc1)c1nc2c(s1)CCNCC2	0.8	-1.1	-21.5	-7.1	1.0	-1.2	2.8	-5.7
c1csc(CCN2CCc3nc4cccnc4cc3C2)c1	-173.7	-156.9	-205.3	i	-9.9	-279.9	-138.3	-159.6
COC(=O)C(O)(c1c(C)[nH]c2ccccc12)C(F)(F)F (configuration not stated)	-7.2	-2.6	-3.4	-21.8	-2.1	-14.7	-0.1	-14.1
C[C@@H]1O[C@@H](O[C@H]2C[C@@H](O)[C@]3(CO)[C@H]4[C@H](O)C[C@]5(C)[C@@H](C6=CC(=O)OC6)CC[C@]5(O)[C@@H]4CC[C@]3(O)C2)[C@H](O)[C@H](O)[C@H]1O	-7.8	-0.4	5.1	-4.0	1.5	-8.4	0.6	-5.6

Screening data: PubChem BioAssay, Dana-Farber Cancer Institute and Novartis Institutes for BioMedical Research (Cambridge, Mass)
